Screening results as filed in PubChem BioAssay.
MCL1 BIM primary – inhibitors of human MCL1 binding to BIM-BH3 peptide | Q07820 | GST-MCL1 / FITC-Bim-BH3 fluorescence polarization | inhibition, % at 10.9 µM | actives 0.68% (n = 320,000) | AID 2057;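 active means inhibition above the mean inhibition of all tested compounds plus 3 SD, set per campaign, cut at about 40% in these data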;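 further: 0% = DMSO wells and 100% = unlabeled Bim-BH3 peptide control; higher means more loss of mP so more displacement of Bim peptide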
Target sequence (Q07820 whole entry, looked up): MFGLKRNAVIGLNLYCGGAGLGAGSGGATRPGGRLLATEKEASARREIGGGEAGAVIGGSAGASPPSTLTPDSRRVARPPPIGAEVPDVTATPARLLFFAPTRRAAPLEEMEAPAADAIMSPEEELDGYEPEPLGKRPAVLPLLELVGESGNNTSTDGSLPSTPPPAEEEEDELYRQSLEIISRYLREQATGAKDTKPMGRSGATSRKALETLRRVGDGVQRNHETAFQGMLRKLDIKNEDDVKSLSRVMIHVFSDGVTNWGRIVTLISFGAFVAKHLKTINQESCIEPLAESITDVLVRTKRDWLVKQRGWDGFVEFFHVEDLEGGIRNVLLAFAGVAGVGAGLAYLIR
Efflux pump inh – inhibitors of Candida antifungal efflux pumps expressed in yeast. actives 0.44% (n = 330,000). inhibition, % at 10 µM. S. cerevisiae Candida pump triplex, Nile Red efflux;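 active means plate passing quality check with inhibition over a set limit, or well fluorescence over plate mean plus 4 SD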;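 further: Nile Red retained in pooled yeast measured as flow cytometry median fluorescence; 0% = buffer negative control and 100% = Enniatin B positive control; higher means more Nile Red kept so more efflux inhibition; some compounds called inactive have numbers as strong as hits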
GLD-1 TGE inh – GLD-1-TGE RNA interaction inhibition (C. elegans); AID 2280; purified GLD-1 + fluorescein TGE RNA, fluorescence polarization; inhibition, % at 5.96 µM; actives 0.44% (n = 320,000);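 active means percent inhibition above a per-plate cutoff, the plate mean of test compounds plus 3 SD, cut at about 30% in these data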;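 further: 0% = DMSO wells with GLD-1 and probe and 100% = wells lacking GLD-1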
Bcl-xL primary – blocks human Bcl-xL binding to Bim BH3 peptide; actives 0.7% (n = 320,000); GST-Bcl-xL / FITC-Bim BH3 peptide fluorescence polarization; Q07817; inhibition, % at 10.9 µM;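 active means inhibition above the mean of all tested compounds plus 3 SD, cutoff set per campaign, cut at about 30% in these data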;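 further: 0% = DMSO wells and 100% = unlabeled Bim-BH3 peptide competitor; inhibitors lower millipolarization by displacing the labeled peptide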
Target sequence (Q07817 whole entry, looked up): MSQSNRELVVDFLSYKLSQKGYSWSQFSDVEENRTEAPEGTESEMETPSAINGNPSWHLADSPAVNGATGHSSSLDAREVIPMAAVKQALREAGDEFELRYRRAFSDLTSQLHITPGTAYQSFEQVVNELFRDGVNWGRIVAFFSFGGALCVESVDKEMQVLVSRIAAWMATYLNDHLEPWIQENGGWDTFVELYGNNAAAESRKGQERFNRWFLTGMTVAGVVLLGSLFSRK
ZTA counter – ZTA (EBV) inhibition in EBNA-1 counter-screen. P03206. ZTA-DNA binding, fluorescence polarization. inhibition, % at 11 µM. actives 0.15% (n = 320,000); in the data active means inhibition above about 33%
Target sequence (P03206 whole entry, looked up): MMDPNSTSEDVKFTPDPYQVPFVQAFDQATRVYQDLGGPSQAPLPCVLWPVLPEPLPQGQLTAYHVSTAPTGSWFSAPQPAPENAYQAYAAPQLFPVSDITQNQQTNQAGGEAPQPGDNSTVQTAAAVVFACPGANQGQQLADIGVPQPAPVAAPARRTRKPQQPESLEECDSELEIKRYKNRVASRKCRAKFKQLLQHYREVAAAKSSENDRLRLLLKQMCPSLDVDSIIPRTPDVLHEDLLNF
Yeast superoxide – caloric restriction mimetics inhibiting age-related superoxide in yeast. S. cerevisiae aged cells, superoxide DHE fluorescence; active compounds read low. superoxide response (% of plate mean), % at 10 µM. actives 0.18% (n = 330,000). AID 2690;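 active means superoxide response under a set limit, about three screen SD below normal, cut at about 65% in these data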;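 further: yeast aged for seven days with compound at 30 °C before DHE staining; 100% = average MFI of all compound-treated wells on the plate with controls excluded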
MEX-5 binding – C. elegans MEX-5 TCR-2 RNA binding activity | Q9XUB2 | MEX-5/FITC-TCR2 RNA binding, fluorescence polarization; active compounds read low | activity score (negative = inhibition of binding), % at 10 µM | actives 0.38% (n = 300,000);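 active means inhibition past about -25% in most replicates, and total fluorescence under double the plate's negative control median, limit read from the data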;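 further: 0% = DMSO and -100% = 5 µM competing unlabeled TCR2 RNA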
EBNA-1 inhibitor – blocks EBNA-1 binding to DNA | EBNA-1 DNA binding, fluorescence polarization | actives 0.34% (n = 300,000) | inhibition, % at 14.8 µM; in the data active means inhibition above about 28%
Fam108B inh – blocks mouse Fam108B hydrolase in RBBP9 counter-screen; recombinant Fam108B, FP-Rh probe fluorescence polarization; inhibition, % at 9.51 µM; actives 0.33% (n = 300,000); AID 1947;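 active means inhibition above the screen mean inhibition plus 3 SD, computed separately per campaign, cut at about 18% in these data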;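 further: inhibitors lower polarization as less probe binds the enzyme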
Starred values were filed as active, the others as inactive; . = not tested or not shown. Not a hit list; overall some 2.3% were active at least once.

smiles	MCL1 BIM primary	Efflux pump inh	GLD-1 TGE inh	Bcl-xL primary	ZTA counter	Yeast superoxide	MEX-5 binding	EBNA-1 inhibitor	Fam108B inh
CCOC(=O)C1CCN(S(=O)(=O)c2ccc(Cl)nc2)CC1	0	0.1	-9	2	3	74	0.6	-1	1
CCc1ccc(NC(=O)CS(=O)CC(=O)NCCCc2ccccc2)cc1 (stereo not drawn)	-4	0.0	3	2	-4	96	-1.1	2	-2
CCOc1ccc(C2C(C(=O)O)c3ccccc3C(=O)N2CCN2CCOCC2)cc1 (stereo not drawn)	4	-0.1	4	7	8	110	-0.9	-9	-1
Cc1cccc(N=CC=C2OC(C)(C)C(C)(C)O2)c1	7	-0.8	0	6	-8	116	0.1	7	7
COC(=O)c1c(NC(=O)CN2CCN(S(=O)(=O)c3ccccc3[N+](=O)[O-])CC2)sc2c1CCC(C)C2 (stereo not drawn)	-1	0.1	2	4	5	105	2.3	-1	-4
Cc1ccc(N(C(=O)Cc2c[nH]c3ccccc23)C(C(=O)NC2CCCCC2)c2ccco2)cc1 (stereo not drawn)	3	0.2	14	0	21	96	1.7	0	4
OCC1(Cc2ccccc2F)CCCN(Cc2c(F)ccc(F)c2F)C1 (stereo not drawn)	1	0.1	6	0	20	104	1.2	1	5
COc1ccc(-n2nnnc2SCC(=O)c2ccc3c(c2)OCCO3)c(OC)c1	-15	-0.1	-3	-12	4	96	2.1	4	3
COc1cc(OC)c(C2=NOC(C(=O)N3CCN(C(=O)c4ccco4)CC3)C2)cc1Cl (stereo not drawn)	-1	-0.1	-3	1	7	83	-2.3	2	-2
CC(=O)NC(Cc1ccc(F)cc1)C(=O)NC1CCN(c2nnnn2-c2ccccc2)CC1 (stereo not drawn)	6	0.1	6	4	-4	90	3.3	1	3
CC(C)C[C@@H](CN=[N+]=[N-])N1CCN(CC(C)C)CCC1=O	3	-0.1	1	3	2	93	0.7	6	0
Cc1nnc(SCC(=O)NCc2ccccc2)n1-c1ccccc1	-4	0.2	6	-4	10	118	1.8	0	0
Cc1ccc(NC(=S)N(CCN(C)C)C(C)c2cccnc2)c(C)c1 (stereo not drawn)	8	0.0	3	0	14	97	-1.2	4	1
CC(=O)c1c(C)[nH]c(C(=O)Nc2ccc(C)c(S(=O)(=O)N(C)C)c2)c1C	4	-0.2	4	0	11	95	-0.1	10	4
Fc1ccc(C2=Nc3cccc4cccc(c34)N2)cc1	10	0.1	-1	-1	-4	86	-2.9	0	7
Cn1c(=O)c2c(nc(CN3CCCCC3)n2CCc2ccccc2)n(C)c1=O	-1	-0.1	2	3	-2	93	0.7	-4	7
CC(O)[C@H]1CN=C(N)N1CC1CCCCC1 (stereo partly drawn)	6	0.0	-3	6	0	107	-0.2	-2	-1
CCOC(=O)C1=c2s/c(=C\c3cccnc3)c(=O)n2C(N)=C(C(=O)OC)C1c1cccnc1 (stereo not drawn)	-1	0.3	1	4	-5	117	2.8	-6	-2
O=C(O)c1cc(-c2ccc(Cl)cc2)n[nH]1	0	0.1	4	1	0	105	0.0	3	0
O=C(CNC(=O)c1ccccc1)NCCO	2	0.0	2	1	-13	103	2.6	6	-4
CCN(CC)c1ccc(NC(=O)c2cncc(Br)c2)cc1	5	-0.1	0	7	-8	99	-2.4	0	3
O=C(CN1C(=O)C(=O)N(Cc2ccccc2)C1=O)Nc1ccc(OC(F)F)cc1	2	-0.1	5	3	8	86	.	.	.
CC1(C)c2[nH]c3ccccc3c2C[C@@H]2C(=O)N(Cc3ccc(F)cc3)C(=O)N21	9	-0.1	8	8	-13	121	-1.0	4	-4
CCN(c1cccc(C)c1)S(=O)(=O)c1nnc(NC(=O)c2ccco2)s1	9	-0.2	10	6	-12	109	-4.1	3	-1
CCOC(=O)c1c(-c2ccccc2)csc1NC(=O)/C(C#N)=C/c1ccc(OC)c(OC)c1	-11	0.1	-9	-7	2	94	-43*	-5	-2
COc1ccc(-c2csc(NC(C)c3nc4cc(C(=O)NCCCO)ccc4n3Cc3ccc(C)cc3)n2)cc1 (stereo not drawn)	7	0.1	1	1	-2	101	3.5	5	0
COc1ccc(-c2ccc3nnc(SCC(N)=O)n3n2)cc1	2	0.1	-7	4	-4	105	-1.2	-4	0
O=C(NCCc1ccccc1)c1ccc(Cl)c([N+](=O)[O-])c1	-4	-0.4	-1	-3	-2	104	0.3	11	-6
CC(=O)c1ccc(-n2cc(C#N)c(=O)[nH]c2=O)cc1	-1	-0.1	-6	3	3	93	3.2	2	0
Cc1ccc(-c2n[nH]c(=S)nc2-c2ccc(C)cc2)cc1	3	-0.1	-6	10	-3	104	-0.2	6	3

smiles	MCL1 BIM primary	Efflux pump inh	GLD-1 TGE inh	Bcl-xL primary	ZTA counter	Yeast superoxide	MEX-5 binding	EBNA-1 inhibitor	Fam108B inh
CC1(C)C2CC=C(/C=N/n3cnnc3)C1C2 (stereo not drawn)	-5	0.0	4	0	10	105	0.5	6	1
COc1cc(NC(=O)[C@@H](NC(=O)N2CCn3c2nc2ccccc23)C(C)C)cc(OC)c1	3	0.0	0	-2	0	114	0.6	-15	-2
CCOC(=O)N1CCC(=NNC(=O)c2cc3ccccc3cc2O)CC1	-18	0.4	-34	-3	-1	104	1.8	-4	8
N#Cc1cc(-c2ccccc2)nc(Oc2ccccc2)n1	5	0.0	-4	2	-4	95	0.4	11	-8
CC(C)CC(=O)N1CCN(Cc2ccc3c(c2)OCO3)CC1	0	-0.2	8	1	-1	77	-1.5	-7	-1
O=S(=O)(c1ccc(-c2ccccc2)cc1)N1CCOCC1	6	-0.3	4	4	-11	141	0.6	2	-2
COc1ccc(CNC(=O)c2ccc(CN3CCOCC3)cc2)cc1	5	-0.1	0	12	3	98	-0.6	-3	0
CCCCc1c(C)[nH]c(=S)[nH]c1=O	3	0.0	-4	2	7	95	0.4	-4	9
CCCn1c(SCC(=O)NC(C)C)nc2sc3c(c2c1=O)CCC3	-1	-0.4	0	2	6	93	-0.4	-6	1
Cc1ccccc1C(=O)N=c1ccn(-c2nc3ccccc3nc2NS(=O)(=O)c2ccccc2)cc1	0	0.0	-3	7	7	104	-21	-7	2
COc1ccc(-n2nc(C(=O)NCC(=O)Nc3cc(Cl)c(OC)cc3OC)c3ccccc3c2=O)cc1	1	0.1	6	3	-12	98	-1.3	-3	3
CC(=O)N1CCc2cc(S(=O)(=O)NCCC(=O)NC3CCN(Cc4ccccc4)CC3)ccc21	5	0.2	3	0	-6	108	.	-5	0
CCOC(=O)c1sc(-c2ccc(OC)cc2)cc1N	5	0.0	4	5	12	106	-1.1	10	1
Cc1ccc(Cl)cc1N(CC(=O)NC1CCCC1)C(=O)c1csnn1	14	-0.1	9	8	-1	100	-0.6	-12	1
Cc1ccc(S(=O)(=O)N2CCN(C(=O)CSc3nc4ccccc4c(=O)[nH]3)CC2)cc1	0	0.1	-5	5	7	99	-5.2	10	-3
O=C(c1ccccc1)c1cccc(NC(=O)C2CC2)c1	-7	0.1	1	-1	-4	97	1.3	-20	0
O=C(CSc1nnc2c(n1)[nH]c1ccc(F)cc12)NC1CC1	1	-0.1	1	1	-5	89	-2.8	0	0
Cc1ccc(N2CCN(C(=O)c3cn(CC4CCCCC4)nn3)C(C)C2)cc1 (stereo not drawn)	-2	-0.1	-3	3	9	101	1.5	-4	0
CCOP(=O)(c1ccccc1)C(O)c1ccc([N+](=O)[O-])cc1 (stereo not drawn)	5	0.0	-3	-3	8	96	-0.3	4	6
CCNc1[nH]c(=O)n(C)c(=O)c1N=O	0	0.0	7	2	20	97	-1.9	4	3
Cc1ccc(-c2cc(=O)c3ccc(Cl)cc3[nH]2)cc1	4	-0.2	-8	2	0	94	-1.2	12	7
COc1ccc(CCNC(=O)CCC(=O)NC2CCCCC2)cc1OC	7	-0.1	-6	3	-1	104	0.0	-5	0
CN(C)CCN1C(=O)C(=O)/C(=C(/O)c2ccccc2)C1c1ccccc1F (stereo not drawn)	2	0.1	-2	-1	7	97	0.8	2	0
Cc1c(C)c2c(c(C)c1O)CCC(C)(C(=O)O)O2 (stereo not drawn)	4	-0.2	-1	3	12	101	.	1	3
CCN(CC)C(=O)Cn1c(=O)n(C)c2ccccc21	1	-0.1	-4	5	0	87	-0.3	-3	2
COc1ccc(CCNC(=O)C(=O)NCC2OCCCN2S(=O)(=O)c2cc(C)ccc2C)cc1 (stereo not drawn)	-2	0.3	4	1	-20	102	-1.3	-9	-7
CC(=O)Nc1ccc(Nc2ccc3c4c(cc(=O)n3C)-c3ccccc3C(=O)c24)cc1	57*	0.1	28	61*	-14	101	-5.1	0	5
Cc1ccc(Cl)cc1NC(=O)c1ccccc1OCC(=O)Nc1ccc(Cl)cc1	9	0.0	-2	6	1	100	0.8	-2	-4
Cc1ccc([N+](=O)[O-])cc1S(=O)(=O)NCCc1cn2ccccc2n1	16	0.0	0	8	-12	102	.	-6	0
CCOc1c(Cl)cc(CNC(C)(C)CC(C)(C)C)cc1OC	2	-0.2	0	1	4	91	1.5	-7	1
CCOc1ccc(CCNC(=O)CSc2nnnn2C)cc1OCC	3	0.0	-2	1	-1	84	0.8	-2	3
CCCCNC(=O)c1ccc(CS(=O)(=O)Cc2ccccc2F)o1	-13	0.0	-2	2	-14	87	-1.6	-10	0
O=c1c2ccccc2nc(SCc2nnc(-c3ccccc3Br)o2)n1-c1ccccc1	1	0.0	-2	-4	2	106	1.7	17	-9
